NPC1 prom act: activators of NPC1 promoter. Potency, µM (top dose mostly 9.22 µM), inactives show at the top dose activation, hits mostly activators. 2.4% of 320,000 active. AID 485313. Huh7 NPC1 promoter luciferase reporter, 24 h;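 further: potency means the concentration at half of the fitted maximal effect; % of control where 0% means no effect; nearly all actives have a fitted effect of over 60% in size; reporter is driven by a mutant NPC1 promoter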
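Huh7 reporter cells (NPC1 promoter driving luciferase) are dosed with compound for 24 h at 37 °C, 5% CO2; luciferase detection reagent is then added and luminescence measured after 10 min at ambient temperature.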
ELG1 genotox: genotoxicity induction in ELG1-luciferase HEK293T cells; 1.3% of 330,000 active; AID 504466; HEK293T ELG1-luciferase reporter, luminescence, 16 h; Potency, µM (series often up to 46 µM), for inactives: at the top dose activity change, positive = activation, most hits filed as activators; further: potency means the concentration at half of the fitted maximal effect; % of control where 0% means no effect; nearly all actives have a fitted effect of over 60% in size
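DMSO vehicle served as control against compound-treated ELG1-luciferase HEK293T cells; exposure lasted 16 hr at 37 °C and 5% CO2, followed by ONE-Glo luminescence detection after 30 min.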
FLuc modulator: firefly luciferase modulation, counter-screen for miR-21 project | Potency, µM (highest dose often 57.5 µM), for inactives: at the top dose activity change, negative = inhibition, usual class: inhibitors | 6.9% of 360,000 active | purified FLuc, Km substrates, luminescence inhibition;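 further: potency means the concentration at half of the fitted maximal effect; plate controls were vehicle for no effect and reference inhibitor for full effect; nearly all actives have a fitted effect of over 55% in size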
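Biochemical qHTS of compounds, final roughly 60 µM downward over six points, against 10 nM purified firefly luciferase using Km concentrations of substrates (10 uM D-luciferin, 10 uM ATP) in Tris acetate pH 7.5 buffer; luminescence output.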
p53 reactivator: re-activators of mutant p53. H1299 p53-A138V BP100-luciferase reporter, luminescence, 24 h. Potency, µM (titrated, usually from 92.2 µM), for the others: top-dose activity change, positive = activation, actives largely listed as activators. 0.063% of 320,000 active; further: potency means the concentration at half of the fitted maximal effect; % of control where 0% means no effect; nearly all actives have a fitted effect of over 45% in size
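p53-null H1299 cells stably carrying temperature-sensitive p53-A138V and a BP100-luciferase reporter were pinned with compounds (4-point, 1:5 series) and held 24 hrs at 37 deg C. Luminescence was read 10 min after detection reagent.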
PKM2 act: activators of human pyruvate kinase M2. P14618. purified PKM2, Kinase-Glo ATP luminescence, activation; response scale: 0% is enzyme alone, no compound. Potency, µM (titrated, usually from 57.5 µM), for inactives: at the top dose activation, usual class: activators. 0.34% of 260,000 active. AID 1631; further: potency means the concentration at half of the fitted maximal effect; on the % scale 0 is the no-effect control and ±100 the full control effect; nearly all actives have a fitted effect of over 55% in size
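hPK-M2, >95% pure; 0.1 mM ADP / 0.5 mM PEP final; imidazole pH7.2 buffer w/ 7 mM MgCl2, 50 mM KCl; 1 h RT; Kinase-Glo lum. Intermediate enzyme activity for dual inhibitor/activator qHTS.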
Menin-MLL TR inh: inhibitors of human menin-MLL interaction, mutant MLL peptide; O00255; Menin + Texas Red MLL mutant peptide, fluorescence polarization; Potency, µM (highest dose often 61.6 µM), without a hit: top-dose FP activity change, negative = inhibition, actives largely listed as inhibitors; 0.23% of 270,000 active; active means well fitted inhibition curve with a large enough effect in the polarisation, with a control signal flat, not every such curve was filed as active; inconclusive means small, poorly fitted or top-dose-only effect, or effect the other way, or a change in a side signal; inactive means no such curve, though single readings can be large or run the other way; the % refers to the polarisation; further: potency means the concentration at half of the fitted maximal effect; % of control where 0% means no effect; many of its hits are not listed in these tables
Target sequence (O00255 whole entry, looked up): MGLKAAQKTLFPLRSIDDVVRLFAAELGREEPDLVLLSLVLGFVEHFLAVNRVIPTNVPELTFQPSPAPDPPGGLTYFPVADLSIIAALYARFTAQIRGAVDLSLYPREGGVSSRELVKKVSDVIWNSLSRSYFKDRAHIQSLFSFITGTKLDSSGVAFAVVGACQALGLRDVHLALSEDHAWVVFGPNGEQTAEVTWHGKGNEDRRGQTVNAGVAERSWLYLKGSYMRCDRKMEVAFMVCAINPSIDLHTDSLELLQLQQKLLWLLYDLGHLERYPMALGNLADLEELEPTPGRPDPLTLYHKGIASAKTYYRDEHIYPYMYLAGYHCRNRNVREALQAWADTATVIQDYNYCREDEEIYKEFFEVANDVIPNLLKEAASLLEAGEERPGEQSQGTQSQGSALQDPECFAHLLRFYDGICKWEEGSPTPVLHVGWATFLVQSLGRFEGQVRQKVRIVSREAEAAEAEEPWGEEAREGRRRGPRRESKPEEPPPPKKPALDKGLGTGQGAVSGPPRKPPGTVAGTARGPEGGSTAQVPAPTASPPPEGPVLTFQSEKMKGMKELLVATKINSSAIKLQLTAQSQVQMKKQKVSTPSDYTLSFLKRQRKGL
RORgamma inh: ROR gamma (mouse) transcription inhibition. P51450. Potency, µM (highest dose often 53.6 µM), inactives show at the top dose activity change, negative = inhibition, most hits filed as inhibitors. 5.4% of 310,000 active. Drosophila S2 Gal4-RORgamma UAS-luciferase reporter, 20 h. AID 2551; further: potency means the concentration at half of the fitted maximal effect; on the % scale 0 is the no-effect control and ±100 the full control effect; nearly all actives have a fitted effect of over 60% in size
Target sequence (P51450 whole entry, looked up, the tested form may be a part): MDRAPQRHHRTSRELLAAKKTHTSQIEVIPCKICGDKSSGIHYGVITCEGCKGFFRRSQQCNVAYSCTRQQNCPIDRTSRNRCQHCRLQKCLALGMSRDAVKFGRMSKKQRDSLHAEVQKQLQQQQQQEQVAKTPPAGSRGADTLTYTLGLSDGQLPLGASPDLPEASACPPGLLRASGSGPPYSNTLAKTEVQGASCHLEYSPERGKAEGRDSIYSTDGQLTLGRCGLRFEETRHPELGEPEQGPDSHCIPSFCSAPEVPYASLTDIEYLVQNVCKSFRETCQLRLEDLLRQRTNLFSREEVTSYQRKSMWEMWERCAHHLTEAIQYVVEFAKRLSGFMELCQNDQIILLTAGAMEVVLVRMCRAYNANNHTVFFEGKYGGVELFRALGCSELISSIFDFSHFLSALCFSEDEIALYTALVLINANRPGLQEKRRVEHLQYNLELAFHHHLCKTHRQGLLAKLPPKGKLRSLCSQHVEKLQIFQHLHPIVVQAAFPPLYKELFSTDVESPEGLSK
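Stably transfected Drosophila Schneider cells are the test system, with ROR gamma fused to Gal4 and luciferase under UAS control; luminescence is read after 20 hr of 700 uM copper sulfate induction at ambient temperature.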
Gal4-VP16 FLuc: Gal4-VP16 reporter inhibition counter-screen; Potency, µM (titrated, usually from 53.6 µM), without a hit: at the top dose activity, negative = inhibition, actives largely listed as inhibitors; Drosophila S2 Gal4-VP16 UAS-luciferase, luminescence, 20 h; AID 2546; 3.5% of 310,000 active;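 further: Gal4-VP16 expression switched on by copper sulfate through the metallothionein promoter; potency means the concentration at half of the fitted maximal effect; on the % scale 0 is the no-effect control and ±100 the full control effect; nearly all actives have a fitted effect of over 50% in size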
Rab9 prom act: activators of Rab9 promoter | 2.8% of 320,000 active | AID 485297 | Potency, µM (titrated, usually from 9.22 µM), inactives show top-dose activation, negative = inhibition, hits mostly activators | Huh7 Rab9 promoter-luciferase reporter, luminescence, 24 h; further: potency means the concentration at half of the fitted maximal effect; % of control where 0% means no effect; nearly all actives have a fitted effect of over 60% in size
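Measured in stably transfected Huh7 cells bearing a Rab9 promoter–luciferase construct: 24 h compound treatment at 37 °C, followed by luminescence detection.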
Giardia killer: Giardia lamblia killing; activity change, % at 7.66 µM, hits read low; Giardia lamblia trophozoite viability; 0.15% of 340,000 active; AID 540267; in the data active means activity change below about -80%; inconclusive means between about -30% and that limit;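 further: parasites exposed to compound for two days anaerobically before the ATP read; on the % scale 0 is the no-effect control and ±100 the full control effect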
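Giardia lamblia trophozoites (100 cells/well) were incubated with compounds for 48 h at 37 deg C under anaerobic conditions. Viability was read as ATP content by one-step luminescence after 15-30 min at room temperature.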
BRCA1 expr act: activators of BRCA1 expression. MCF7-BRCA1-FFLuc reporter, luminescence, 48 h; response scale: scaled: vehicle 0%, 10 µM genistein 100%. 1.1% of 380,000 active. Potency, µM (titrated, usually from 46.1 µM), without a hit: at the top dose activation, most hits filed as activators; further: potency means the concentration at half of the fitted maximal effect; nearly all actives have a fitted effect of over 80% in size; some results filed as inactive show a strong effect at the top dose
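Quantitative HTS in MCF7 cells stably reporting BRCA1 expression via firefly luciferase. Compound treatment lasts 48 h at 37 °C in phenol-red free MEM. Activation is expressed relative to genistein at 10 microM and DMSO.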
* = called active by the depositor; ? = inconclusive; . = not tested or not shown; [ ] = remark or other dose. Unless noted, the call rests on the fitted dose curve; in most records, active means well fitted curve in the direction sought with a large enough effect; inconclusive means small, poorly fitted or top-dose-only effect, or another doubt; inactive means no such curve, though single readings can be large; an effect the other way counts as inactive or inconclusive.

Sample of the layout:
SMILES,RORgamma inh,NPC1 prom act,FLuc modulator,Menin-MLL TR inh,ELG1 genotox,Rab9 prom act,PKM2 act,BRCA1 expr act,p53 reactivator,Gal4-VP16 FLuc,Giardia killer
CCc1ccc(NC(=O)[C@H](C)NC(=O)C2CCN(C(=O)[C@@H](N)C(C)C)CC2)cc1,-14%,0%,1%,-8%,-3%,1%,.,6%,0%,3%,-8
CCOc1cc(/C=N/NC(=O)Cc2ccc(C(F)(F)F)cc2[N+](=O)[O-])ccc1O,-6%[10 µM],0%,-2%,-11%,1%,-8%,1%,-12%,1%,-2%,-2

All compounds of this part, from the first entry:
SMILES,RORgamma inh,NPC1 prom act,FLuc modulator,Menin-MLL TR inh,ELG1 genotox,Rab9 prom act,PKM2 act,BRCA1 expr act,p53 reactivator,Gal4-VP16 FLuc,Giardia killer
CCc1ccc(NC(=O)[C@H](C)NC(=O)C2CCN(C(=O)[C@@H](N)C(C)C)CC2)cc1,-14%,0%,1%,-8%,-3%,1%,.,6%,0%,3%,-8
CCOc1cc(/C=N/NC(=O)Cc2ccc(C(F)(F)F)cc2[N+](=O)[O-])ccc1O,-6%[10 µM],0%,-2%,-11%,1%,-8%,1%,-12%,1%,-2%,-2
COCC(=O)Nc1nc2ccc(S(C)(=O)=O)cc2s1,-1%,17%,?,-4%,16%,18%,-2%,31%,?,-12%,0
Cn1nnnc1Sc1ncnc2scc(-c3ccc([N+](=O)[O-])cc3)c12,.,-11%,0%,.,-8%,-26%,.,-84%,-45%[inhibitor],.,0
O=C(CN(C(=O)CCC(=O)Nc1ccccn1)c1cccc(F)c1)NCc1ccco1,-15%,-2%,3%,-29%,-4%,1%,.,4%,0%,4%,6
O=C(NCc1ccccc1)C1Cc2ccccc2CN1C(=O)c1ccco1 (configuration not stated),30%,-13%,3%,-1%,-5%,1%,0%,3%,-3%,1%,-8
CCN(CC)CCCNC(=O)CCn1nc(-c2ccc(Cl)cc2)ccc1=O,-21%,-3%,-1%,8%,1%,0%,.,-28%,-1%,0%,2
CCOC(=O)n1c(O)c(N=NC(N)=S)c2cc(C)ccc21,-29%,-5%,2%,.,-2%,0%,0%,-2%,0%,-11%,0
C=C1c2cc3c(cc2NC(=S)N1Cc1ccccc1)OCO3,-29%,8%,-4%,.,-6%,3%,15%,-18%,-2%,-5%,13
O=C(c1ccccc1)N1CCN(C(=S)NCc2ccco2)CC1,4%,-3%,-1%,1%,5%,-3%,2%,1%,2%,8%,12
COc1ccc(S(=O)(=O)NC(C)C(=O)Nc2ccccc2)cc1Cl (configuration not stated),9%,0%,-1%,15%,-2%,7%,-4%,-6%,2%,4%,1
Cc1cccc(OCC(=O)N(Cc2ccco2)C2CCS(=O)(=O)C2)c1C (configuration not stated),?,0%,1%,0%,1%,-2%,2%,-1%,.,?,3
Cc1cccc(Oc2ncnc3oc(-c4ccccc4)cc23)c1C,29%,-3%,-2%,6%,?,24%,8%,-3%,-4%,13%[0.365 µM],-5
Cc1ccc(Nc2nc(CSc3nnc(-c4ccccc4C)n3C)cs2)cc1,?,?,1.9µM*,-3%,3%,?,-9%,45%,?,?,-3
CCOc1ccc2c(c1)OC(c1ccccc1)(C(F)(F)F)NC2=O (configuration not stated),-9%,-3%,4%,5%,1%,-1%,-2%,-3%,-2%,-5%,-12
CCc1cc2c(=O)n(Cc3ccco3)c(SCC(=O)N(C)C3CCS(=O)(=O)C3)nc2s1 (configuration not stated),10µM*,-8%,-9%,1%,2%,-2%,-2%,-16%,?,?,-8
Nc1ccc(N2CCCCC2)c(Cl)c1,3%,0%,-2%,-8%,5%,-7%,0%,10%,1%,9%,-12
COc1cc(CC(=O)N(C)CC(=O)Nc2ccc(Cl)c(C(F)(F)F)c2)cc(OC)c1OC,22%,-4%,0%,16%,-34%[inhibitor],-3%,6%,-38%,-7%,6%,10
O=C(c1ccc(=O)n(Cc2ccccc2)n1)N1CCN(C/C=C/c2ccccc2)CC1,12%,-1%,3%,-9%,-15%,-4%,-5%,-68%,-2%,9%,-2
CN(C(=O)c1cn2ccccc2n1)c1c(N)n(Cc2ccccc2)c(=O)[nH]c1=O,.,-3%,0%,.,-1%,-3%,.,-15%,-4%,.,5
O=C(OCc1cc(=O)n2cc(Br)ccc2n1)c1ccc(Cl)c(S(=O)(=O)NCc2ccccc2)c1,?,-1%,5%,-12%,0%,-2%,14%,-37%,-6%,-21%,-9
CCCCc1ccc(-n2nnnc2SCC(=O)Nc2cc(OC)c([N+](=O)[O-])cc2C)cc1,9%,-1%,6%,2%,0%,-4%,0%,-18%,15%,?,-7
O=[N+]([O-])c1ccc(Cl)c(S(=O)(=O)NC2=NCCC2)c1,.,-1%,-1%,.,1%,1%,.,4%,2%,.,8
CCc1ccc(C(=O)NNC(=O)CC2OC(=O)c3ccccc32)cc1 (configuration not stated),.,4%,?,.,?,1%,.,13%,22%,.,-8
CCC(=O)Nc1ccc2c(c1)nc1n2CCN(C2CCCCC2)C1,6%,6%,?,-7%,-3%,16%,-7%,41%,4%,-10%,7
CC1CCCN(S(=O)(=O)c2ccc(NC(=O)c3cccc(-n4cnnn4)c3)cc2)C1 (configuration not stated),3%,0%,-2%,?,-2%,-6%,5%,-59%,-6%,-1%,-4
Cn1c(=O)c2c(nc(SCC(=O)N3CCOCC3)n2C)n(C)c1=O,-13%,1%,1%,6%,1%,-2%,0%,-14%,-2%,-4%,-26
Cc1cc(C)cc(N2CCN(C(=O)N3CCOCC3)CC2)c1,0%,1%,-2%,-5%,-4%,2%,0%,6%,-4%,-10%,6
CCOC(=O)N1CCN(C(=O)C2CC(c3ccccc3OC)=NO2)CC1 (configuration not stated),16%,-1%,2%,-2%,5%,1%,-4%,0%,-2%,5%,-5
Fc1ccccc1CSc1nncn1NC/C=C/c1ccccc1,?,0%,-1%,.,0%,2%,19%,4%,-3%,?,4
Cc1cccc(-n2cc(CN(C)Cc3nccn3C)c(-c3cccc(F)c3)n2)c1,5.6µM*,-3%,?,?,-5%,-4%,-2%,0%,0%,?,7
COc1ccc(N2C(=NC(C)=O)SC3CS(=O)(=O)CC32)cc1OC (configuration not stated),-1%,-18%,-2%,-2%,0%,3%,0%,-4%,2%,-2%,8
Oc1ccccc1-c1cc(C(F)(F)C(F)F)[nH]n1,4%[0.365 µM],12%,?,29%,5%,17%,1%,18%,15%,.,-13
CCc1ccc(CN(C)Cc2nc(Cc3ccccc3)no2)nc1,11µM*,0%,4%,2%,0%,1%,-3%,5%,0%,0%,-24
CCC[n+]1cn(/C(C(=S)Nc2cccc(Cl)c2C)=C(/[O-])c2ccc(OC)c(OC)c2)c2ccccc21,14µM*,-4%,1%,13%,-1%,-2%,10%,-25%,-4%,?,1
OCCN1CN=C(Nc2nc3ccccc3o2)NC1,6%,-1%,0%,-3%,2%,-2%,-4%,1%,?,14%,-6
COc1ccc(CCNc2ncnc3nc[nH]c23)cc1OC,7%,0%,5%,-1%,-26%,-10%,-1%,19%,-9%,?,18
COc1ccc(CCNC(=O)c2coc3ccccc3c2=O)cc1,17%,-4%,-1%,16%,-17%,12%,-4%,-3%,14%,-13%,?
CCOC(=O)c1cc(NC(=O)/C=C\C(=O)O)ccc1Cl,-2%,-8%,?,-10%,0%,0%,0%,-3%,1%,-8%,4
CN(C)c1cccc(C(=O)N(Cc2ccccc2)Cc2ccccc2)c1,0%,-4%,0%,-12%,-7%,3%,-1%,-28%,5%,3%,-9
COc1ccc2oc(=O)cc(-c3cc4cccc(OC)c4o3)c2c1,-14%,-5%,-1%,?,12%,-5%,-9%,-5%,-2%,-14%,16
CCC1(CC)C(=O)C(C)(C)C(=O)OC1c1cccs1 (configuration not stated),-15%,-1%,0%,-3%,-1%,-2%,7%,-3%,10%,0%,16
CCn1c(SCC(=O)NCCOc2ccccc2)nc2ccccc2c1=O,8%,0%,6%,0%,-1%,-1%,1%,-1%,-21%,0%,-3
N#C/C(=C(/O)CN1C(=O)c2ccccc2C1=O)c1nc2ccccc2[nH]1,11µM*,-4%,2%,3%,-6%,9%,-1%,-7%,4%,?,21
CC1=NN(C(N)=S)C(=O)C1N=Nc1ccc(O)cc1 (configuration not stated),4µM*,-11%,27µM*,?,9%,2%,2%,36%,4%,?,-5
O=C(CSc1ccccn1)Nc1nonc1[N+](=O)[O-],5.6µM*,-25%,-4%,.,-21%,-3%,.,-90%[inhibitor],-21%,5µM*,-12
CCc1cc2c(NC3CCCC3)ncnc2s1,?,-13%,4%,-2%,-4%,-28%,-1%,-36%,-3%,?,?

These rows are one share of the data. The share of hits here may be higher or lower than overall.
